Screens: PubChem, Emory University Molecular Libraries Screening Center
14-3-3 PPI = alters human 14-3-3 gamma binding to Raf peptide | P61981 | FP, 14-3-3gamma / TMR-pS259-Raf peptide binding | inhibition, % at 40 µM | hit rate 0.19% among 160,000; in the data active = inhibition above about 30%;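 note: 0% = protein plus tracer without compound and 100% = blank with tracer alone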
Target sequence (P61981 whole entry, looked up): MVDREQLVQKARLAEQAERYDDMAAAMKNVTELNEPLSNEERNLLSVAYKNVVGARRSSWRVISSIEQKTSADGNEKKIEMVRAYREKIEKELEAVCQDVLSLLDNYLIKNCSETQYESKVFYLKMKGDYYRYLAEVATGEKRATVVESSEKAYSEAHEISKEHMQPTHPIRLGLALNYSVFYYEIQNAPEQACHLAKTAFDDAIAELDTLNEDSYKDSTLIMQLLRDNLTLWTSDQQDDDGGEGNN
Numbers without * were called inactive; & = joins results of further samples.

| 14-3-3 PPI | Molecule |
| --- | --- |
| 2 | CCCCCCC1CCC(c2ccc(C(N)=O)c(Cl)n2)CC1 (stereo not drawn) |
| 19 | Cc1oc2nc(SCCCC(=O)NCCCO)nc(N)c2c1C |
| -2 | CCCC(NC(=O)CNC(=O)C(C)(C)C)C(=O)O (stereo not drawn) |
| -10 | COC(=O)Cc1c(C)nc2nc(-c3ccc(OC)cc3)[nH]n2c1=O |
| -14 | COc1ccc(NC(=O)CCS(=O)(=O)c2cc(Br)cc3c2N(C(C)=O)CC3)c(OC)c1 |
| -1 | CC(C)=CC(=O)OCC(=O)Nc1ccc(F)cc1Cl |
| -4 | Cc1ccc(-n2c(SCC(=O)N3CCCc4ccccc43)nc3c(c2=O)SCC3)cc1 |
| 7 | CCn1c(C(O)c2cc(OC)ccc2OC)nc2ccccc21 (stereo not drawn) |
| -2 | O=C(Cn1[nH]c(=O)c2ccccc2c1=O)Nc1ccc2c(c1)CCC2 |
| 5 | COc1ccc(N2CCN(C(=O)c3cn(C)c(=O)c4cc(OC)c(OC)cc34)CC2)cc1 |
| 10 | CC(C)CC(=O)N1c2ccccc2NC2=C(C(=O)CC(C)(C)C2)C1c1cccnc1 (stereo not drawn) |
| -2 | O=C(CSc1nc2ccc(Br)cc2c2nc3ccccc3n12)Nc1nccs1 |
| -1 | CCCNS(=O)(=O)c1ccc(CCC(=O)N2CCC(C)CC2)cc1 |
| -8 | COc1ccccc1CNC(=O)C1CCCN1S(=O)(=O)c1cccc2cccnc12 (stereo not drawn) |
| -7 | O=C1C(=O)N(CCCn2ccnc2)C(c2cccc(F)c2)/C1=C(\O)c1ccc(Br)cc1 (stereo not drawn) |
| -1 | Cc1ccc2c(c1)N(CC(=O)N1CCc3ccccc3C1)C(=O)CO2 |
| -4 | COCCn1c(C)cc(C(=O)CSc2nnc3ccccn23)c1C |
| -7 | Cc1ccc(C(C)C)c(OCC(=O)Nc2cc([N+](=O)[O-])ccc2C)c1 |
| -3 | O=C1C2CC=C(Cl)CC2C(=O)N1CCc1ccccc1 (stereo not drawn) |
| 0 | Cc1ccc(S(=O)(=O)Nc2cc(C(=O)NCCc3ccccc3)ccc2N2CCCCC2)cc1 |
| -8&10&-57 | Cc1cc(C)c2nc(Nc3nc(C)cc(=O)[nH]3)nc(C)c2c1 |
| -8 | CCOC(=O)C1=C(N)N(c2ccc(Cl)cc2)C2=C(C(=O)CC(C)(C)C2)C1c1ccc(OC)c(OC)c1 (stereo not drawn) |
| -7 | COc1ccc(N(CC(=O)Nc2cccc(SC)c2)S(C)(=O)=O)cc1 |
| -2 | Cc1nc(N2CCCCC2)c2c(C)c(C(=O)N3CCC(C)CC3)sc2n1 |
| -3 | Cc1ccc(C(=O)Nc2ccc(CC(=O)O)cc2)o1 |
| -6 | CCOc1ccc(C(=O)Nc2c3c(nn2-c2ccccc2C)CSC3)cc1 |
| -3 | CCOC(=O)N1CCN(CC(O)COCC2=CCC3CC2C3(C)C)CC1 (stereo not drawn) |
| -1 | CC(=O)c1cccc(NS(=O)(=O)c2cccc(C(=O)O)c2)c1 |
| -5 | O=C(CS(=O)(=O)c1cn(Cc2cccc(F)c2)c2ccccc12)N1CCCCC1 |
| 3 | CC(=O)CSc1nc2c(c(=O)[nH]c(=O)n2C)n1CCc1ccccc1 |
| -1 | CCC(=O)Nc1ccc(S(=O)(=O)N2CCc3ccccc3C2)cc1 |
| 1 | NC(=O)Cc1c[nH]c2cccc(O)c12 |
| -1 | CC(=O)NCCNS(=O)(=O)c1cccc2nsnc12 |
| 11 | O=C(O)COc1ccc2occ(C(=O)c3ccccc3)c2c1 |
| -4 | Cc1ccc(-n2nc3c([n+]2[O-])CCc2c-3no[n+]2[O-])cc1 |
| 4 | Cc1cccc(N2CCN(C(=O)c3cc4c(=O)[nH]c5ccccc5c4n3C)CC2)c1C |
| 2 | CC1(C)N=C2C(=[N+]1[O-])CCC/C2=N\O |
| -60 | CC1(C)CC(=O)C2=C(C1)N=C1c3ccccc3C(=O)C1C2c1cccs1 (stereo not drawn) |
| -4 | O=C(NC1CCCCCCC1)C1c2ccccc2C(=O)N1Cc1ccc2c(c1)OCO2 (stereo not drawn) |
| -5 | O=C(COC(=O)C1=COCCO1)NCCCc1ccccc1 |
| -5 | Cc1nc2ccccc2n1CC(=O)NCc1ccccc1 |
| 3 | COc1cc2nc(SCC(=O)c3ccccc3)n3nc(C)nc3c2cc1OC |
| 2 | O=S(=O)(Cc1ccccc1)N1CCCCCC1 |
| -14 | COC(=O)CSc1cc([N+](=O)[O-])cc2c1c(C1OCCS1)nn2-c1ccccc1 (stereo not drawn) |
| 1 | CCc1cccc(NC(=O)NC2CCCCC2)c1 |
| -5 | COc1cc(C(=O)N2CC(=O)Nc3ccc(C)cc3C2c2ccccc2)cc(OC)c1OC (stereo not drawn) |
| 2 | c1ccc(Cc2nc(N3CCCC3)c3c4c(sc3n2)CCCC4)cc1 |
| -3 | Cc1nc2c(C(=O)NC3CCC(C)CC3)c[nH]n2c(=O)c1Cc1ccccc1F (stereo not drawn) |
| -3 | Cn1c(N)c(C(=O)CNc2ccccc2)c(=O)n(C)c1=O |
| 0&-14 | Cc1ccc(CCN2CC(C(=O)NCCN3CCCCCC3)CC2=O)cc1 (stereo not drawn) |
| -8 | Oc1ccccc1NCc1nc2ccccc2n1Cc1ccccc1Cl |
| -9 | Nc1nnc(C(=O)c2ccccc2N)s1 |
| -7 | O=C(Nc1ccc(C(F)(F)F)cc1)c1cc(S(=O)(=O)N2CC3CC(C2)c2cccc(=O)n2C3)ccc1F (stereo not drawn) |
| 3 | CCOC(=O)c1ccc(N2CCN(c3ccc(OC)cc3)CC2)c([N+](=O)[O-])c1 |
| 11 | Cc1ccc2nc(SCC(=O)Nc3ccc([N+](=O)[O-])cc3)[nH]c2c1 |
| -14 | O=C(CSc1nc2c(c(=O)n1-c1ccc(F)cc1)SCC2)Nc1ccc2c(c1)OCCO2 |
| -2 | CCOC(=O)CCCNC(=O)CCNC(=O)c1ccc(OC)cc1 |
| -6 | O=c1c(F)cn(C2CCCO2)c(=O)n1Cc1ccccc1F (stereo not drawn) |
| -11 | Cc1ccn2c(NC3CCCC3)c(-c3cccnc3)nc2c1 |
| -3 | COc1ccc(Br)cc1C1C(N2C(=O)c3ccc([N+](=O)[O-])cc3C2=O)C(=O)N1c1ccc(C)cc1C (stereo not drawn) |

(continued)
| 14-3-3 PPI | Molecule |
| --- | --- |
| -9 | CCC(C)C1N=C2c3ccccc3N=C(SCc3cc(=O)n4cc(Br)ccc4n3)N2C1=O (stereo not drawn) |
| 4 | O=C(C1CCCCC1)N1CCN(S(=O)(=O)c2ccc(Br)cc2)CC1 |
| 1 | CCN1CC2CCCC3(C1)C(=O)NC1(CCCCC1)N=C23 (stereo not drawn) |
| -3 | COc1ccc(-c2nc(C#N)c(NCc3ccccc3Cl)o2)cc1OC |
| -8 | CC1CCN(S(=O)(=O)c2ccc3c(c2)c(=O)c(C(=O)N2CCc4ccccc42)cn3C)CC1 |
| -41 | CCOc1ccc(-n2c(=O)c3c4c(sc3n(Cc3cc(=O)n5cc(Cl)ccc5n3)c2=O)CCC4)cc1 |
| -153 | O=C(Nc1cccc2ccccc12)c1ccc2c(c1)C(=O)N(c1ccc(I)cc1)C2=O |
| -8 | Cc1[nH][nH]c(=O)c1C(c1ccc(-c2ccc(F)cc2)o1)c1c(C)[nH][nH]c1=O |
| -4 | CCCSc1nnc(-c2cccc(S(=O)(=O)N(C)C)c2)n1-c1cc(OC)ccc1OC |
| 2 | CC(=O)OCCN1C(=O)c2ccc3c4c(ccc(c24)C1=O)C(=O)N(CCOC(C)=O)C3=O |
| -14 | CNC(=O)c1ccc(CS(=O)(=O)c2ccc(Cl)cc2)o1 |
| -4 | c1ccc(C2=NN3C(C2)c2ccccc2OC3c2cccnc2)cc1 (stereo not drawn) |
| 0 | CCOC(=O)CN(C(=O)CSc1nnc(-c2ccc(OC)c(OC)c2)o1)c1ccc(F)cc1 |
| -9 | CCN(CC)c1cc(C)c2cc(NC(=O)c3ccccc3[N+](=O)[O-])ccc2n1 |
| -1 | O=C1CC(Nc2ccc3ccccc3c2)C(=O)N1c1cccc2ccccc12 (stereo not drawn) |
| -10 | O=C(Nc1ccc(Br)cc1C(=O)O)c1cccs1 |
| -4 | CCN1C(=O)c2ccccc2Sc2ccc(C(=O)NCC3CCCO3)cc21 (stereo not drawn) |
| -2 | O=c1c2sc3ccccc3c2[nH]c(=S)n1-c1ccccc1 |
| -31 | O=C(Nc1cccc(Cl)c1)c1cccc(S(=O)(=O)N2CCCCCC2)c1 |
| -7 | CCSCCOC(=O)C1=C(C)NC2=C(C(=O)CC(c3ccc(Cl)cc3)C2)C1c1ccc(N(C)C)cc1 (stereo not drawn) |
| -8 | COc1ccc(CN(C(=O)c2ccco2)c2ccc(C)cc2)cc1OC |
| -30 | CCCCOc1ccc(Nc2cc(C)nc3ccc(Cl)cc23)cc1 |
| -4 | CCN(CC)c1cc(C)c2cc(NC(=O)c3ccc(Br)o3)ccc2n1 |
| -6&-10 | CCN(CC)S(=O)(=O)c1ccc2c(c1)c(=O)c(C(=O)N1CCOCC1)cn2C |
| -3&8 | CCS(=O)(=O)N1CCCC(C(=O)NCCN(C)Cc2ccccc2)C1 (stereo not drawn) |
| -3 | Cc1ccc(S(=O)(=O)n2c(SCC(=O)NC3CCCCC3)nc3ccccc32)cc1 |
| -4 | CCC12CN3CC(CC)(CN(C1)C3c1ccccc1Cl)C2O (stereo not drawn) |
| -8 | COc1ccc(-c2cc(C(=O)NCc3cn(C)nc3C)c3ccccc3n2)cc1OC |
| 9 | CC1(C)C(=O)N(Cc2ccc([N+](=O)[O-])cc2)c2ccccc2N1C(=O)c1ccc(F)cc1 |
| -26 | COc1cccc(NC(=O)c2sc3ncn(CC(=O)N4CCCC4)c(=O)c3c2C)c1 |
| -37 | CC12C=CC(C)(O1)C1C(=O)N(c3cccc(C(F)(F)F)c3)C(=O)C12 (stereo not drawn) |
| -7 | Cc1ccc(OCc2nc(-c3cccnc3)no2)c(C)c1 |
| 0 | Cc1ccc2nc(-c3ccncc3)cc(-c3ccccc3)c2c1 |
| -1 | Cc1cc(C)n(Cc2ccccc2F)c(=O)c1C#N |
| -1 | CCCCC(=O)Oc1c(S(=O)(=O)c2ccccc2)c(C)nn1C(C)(C)C |
| 2 | CCC(=O)N1CCc2cc(Br)cc(S(=O)(=O)CCC(=O)N3CCC(C)CC3)c21 |
| -3 | COc1cccc(OC)c1C(=O)N1CCN(C(=O)c2ccc(F)cc2)CC1 |
| -14 | CCOC(=O)c1cc2c(=O)n3ccccc3nc2n(CCOC)c1=NC(=O)c1ccc2c(c1)OCO2 |
| -8 | CCOC(=O)c1ccc(N2CN(Cc3ccccc3)CNC2=S)cc1 |
| -7 | c1cc2c(cc1CNC13CC4CC(CC(C4)C1)C3)OCO2 |
| -9 | CCN1C(=O)c2cccc3c(S(=O)(=O)N(C)c4ccccc4)ccc1c23 |
| -5 | Cc1cc(C)n2nc(SCC(=O)NCC3CCCO3)nc2n1 (stereo not drawn) |
| -24 | O=C(OCc1ccc2nonc2c1)c1c2c(nc3ccccc13)CCC2 |
| -7 | O=C1c2ccc([N+](=O)[O-])cc2C(=O)N1Cc1ccccc1[N+](=O)[O-] |
| -7 | COc1ccccc1NC(=O)c1coc(=O)c2ccccc12 |
| -3 | COc1cccc2c1OC1(C)NC(=O)NC2C1C(=O)Nc1ccc(Cl)cc1 (stereo not drawn) |
| 0 | COCCN1C=C(C(=O)OC)C(c2ccccc2F)C(C(=O)OC)=C1 |
| -67 | CCOc1ccc(-n2c(-c3ccc(C)cc3)nc3c(cnn3-c3ccccc3)c2=O)cc1 |
| 0 | COc1cccc(-c2nnc(NC(C)=O)o2)c1 |
| -3 | CC(C)c1ccc(NC(=O)CCCNS(=O)(=O)c2cccs2)cc1 |
| -3 | COc1cc(Cl)c(C)cc1NC(=O)C1c2ccccc2C(=O)N(C)C1c1cccs1 (stereo not drawn) |
| 6 | CCCOc1ccc(OC(=O)c2cncc(Br)c2)cc1 |
| -3 | CCOC(=O)c1c(C)nc(-c2ccccc2)nc1NC(=O)c1ccccc1 |
| 3 | COC(=O)C1=C(C)NC(C)=C(C(=O)OC)C1C(=O)OCCN1C(=O)c2ccccc2C1=O |
| 3 | O=c1[nH]c(CO)nc2c1oc1ccccc12 |
| 1&-4 | CC1=C(C(=O)OC2CCCC2)C(c2ccc(C)o2)C2=C(CC(c3cccs3)CC2=O)N1 (stereo not drawn) |
| -5 | Cc1cc(NC(=O)Nc2cccc(C(F)(F)F)c2)no1 |
| -12 | OCCN1CCN(c2ncnc3sc4c(c23)CCCC4)CC1 |
| -62 | COc1ccc(OC)c(C2Sc3ccccc3NC3=C2C(=O)c2ccccc23)c1 (stereo not drawn) |
| -1 | CCNC(=O)NC(=O)C(C)Oc1ccc(C(=O)OC)cc1 (stereo not drawn) |

Next part
| 14-3-3 PPI | Molecule |
| --- | --- |
| 7 | COc1cccc(CNC(=O)CCNS(=O)(=O)c2cccc3nsnc23)c1 |
| -8 | CCOC(=O)c1cc2c(=O)n3ccccc3nc2n(C)c1=NC(=O)c1cccc(C)c1 |
| -7 | O=C(CC1NCCNC1=O)Nc1ccccc1[N+](=O)[O-] (stereo not drawn) |
| 11 | C/C=C/c1ccc(OCCCn2cncn2)c(OC)c1 |

These rows are one share of the data (hit frequency here may not be typical).
